EPAC2 antag = qHTS for Antagonist of cAMP-regulated guanine nucleotide exchange factor 2 (EPAC2): primary screen. Potency, µM (titrated, usually from 114 µM), without a hit: at the highest dose activity, negative = inhibition, actives largely listed as inhibitors. EPAC2 GEF exchange of Rap1B-BODIPY-GDP, fluorescence. AID 720708, 2013. actives 0.18% (n = 360,000); further: on the % scale 0 is the no-effect control and ±100 the full control effect; nearly all actives have a fitted effect of over 45% in size; many of its hits are not listed in these tables
Target sequence (Q8WZA2 whole entry, looked up): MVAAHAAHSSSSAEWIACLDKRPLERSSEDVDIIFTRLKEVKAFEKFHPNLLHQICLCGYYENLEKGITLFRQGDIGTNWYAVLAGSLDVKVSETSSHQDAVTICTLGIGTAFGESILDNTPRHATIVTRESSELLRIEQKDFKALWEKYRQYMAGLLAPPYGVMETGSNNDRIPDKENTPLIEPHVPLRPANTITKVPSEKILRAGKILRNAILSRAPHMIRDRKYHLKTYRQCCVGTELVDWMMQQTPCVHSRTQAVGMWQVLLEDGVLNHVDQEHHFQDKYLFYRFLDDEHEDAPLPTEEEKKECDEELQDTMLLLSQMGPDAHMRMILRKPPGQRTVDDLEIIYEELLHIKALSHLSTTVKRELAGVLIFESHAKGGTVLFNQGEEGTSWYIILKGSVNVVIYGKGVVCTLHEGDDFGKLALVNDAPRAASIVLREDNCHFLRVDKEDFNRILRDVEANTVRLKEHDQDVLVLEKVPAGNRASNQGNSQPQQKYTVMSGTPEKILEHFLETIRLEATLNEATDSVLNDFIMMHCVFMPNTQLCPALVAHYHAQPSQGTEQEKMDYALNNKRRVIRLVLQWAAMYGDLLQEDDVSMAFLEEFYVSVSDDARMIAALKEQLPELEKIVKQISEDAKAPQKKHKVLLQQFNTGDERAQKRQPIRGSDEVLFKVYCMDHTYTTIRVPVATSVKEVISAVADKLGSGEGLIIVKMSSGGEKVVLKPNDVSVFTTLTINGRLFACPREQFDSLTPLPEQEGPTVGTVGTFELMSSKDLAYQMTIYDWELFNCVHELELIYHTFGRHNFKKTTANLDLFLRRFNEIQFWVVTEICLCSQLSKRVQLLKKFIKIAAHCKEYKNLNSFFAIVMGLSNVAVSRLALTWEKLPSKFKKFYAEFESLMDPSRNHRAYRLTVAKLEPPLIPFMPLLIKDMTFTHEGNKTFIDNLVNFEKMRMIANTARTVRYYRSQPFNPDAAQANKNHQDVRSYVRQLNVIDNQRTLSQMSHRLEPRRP
A549 tox = Nrf2 qHTS screen for inhibitors: counterscreen for cytotoxicity | A549 ARE-Fluc cells, CellTiter-Fluor viability, 18-24 h | Potency, µM (titrated, usually from 46 µM), for the others: at the top dose activity change, negative = cytotoxicity, most hits filed as inhibitors | actives 0.16% (n = 390,000); further: on the % scale 0 is the no-effect control and ±100 the full control effect
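A549 ARE_Fluc cells in 5% FBS OPTI-MEM were exposed to compounds in concentration-response for 18-24 h at 37 deg C. Viability was read by CellTiter-Fluor fluorescence (Ex 405/Em 525) after 30 min, before the luciferase read.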
ATXN viability = Viability Counterscreen for Primary qHTS for Inhibitors of ATXN expression | Potency, µM (highest dose often 56.7 µM), actives largely listed as cytotoxic | S2 cells (HEK-293 line with an ATXN2-luciferase reporter) viability, CellTiter-Fluor protease fluorescence, 24 h | actives 0.49% (n = 400,000); further: nearly all actives have a fitted effect of over 40% in size
HepG2 viability = qHTS for Inhibitors of TGF-b: Cytotox Counterscreen; HepG2 CAGA-GFP viability, ATP luminescence, 18 h; actives 0.76% (n = 410,000); AID 588856, 2011; Potency, µM (series often up to 46.1 µM), inactives show at the highest dose activity change, negative = cytotoxicity, usual class: cytotoxic; further: some results filed as inactive show a strong effect at the top dose
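CellTiter-Glo luminescence gave cytotoxicity after 18 hours at 37 degrees C. The cells were HepG2 CAGA-GFP in 1% FBS DMEM, stimulated with 500 pg/mL TGF-beta after compound addition. %Activity was normalised to no-cell wells (complete cell-killing) and DMSO (no toxicity), and curves were fitted and classified.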
Nrf2 activator = qHTS of Nrf2 Activators; actives 0.31% (n = 410,000); AID 624171, 2012; AREc32 ARE-luciferase reporter (MCF7-derived line), luminescence, 24 h; Potency, µM (top dose mostly 46.1 µM), inactives show at the highest dose activation, actives largely listed as activators; further: % of control where 0% means no effect; nearly all actives have a fitted effect of over 65% in size
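Luciferase luminescence (Steady-Glo, 30 min at room temperature) served as the read-out of ARE activation in AREc32 cells treated with compounds for 24 hr at 37 deg C.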
ATXN2 expr inh = Primary qHTS for Inhibitors of ATXN expression. HEK-293 ATXN2-luciferase reporter, luminescence, 24 h. Potency, µM (doses to about 57 µM), without a hit: at the top dose activity change, negative = inhibition, most hits filed as inhibitors. actives 0.72% (n = 360,000). AID 1745845, 2022; further: on the % scale 0 is the no-effect control and ±100 the full control effect; nearly all actives have a fitted effect of over 55% in size
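qHTS (up to 57 uM final) was run with 24 h compound exposure of reporter cells at 37 °C. Each well was multiplexed: SteadyGlo luminescence measured ATXN2-luciferase expression after a fluorogenic Gly-Phe-AFC viability readout (25 uM final).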
TGFb SMAD3 inh = qHTS for Inhibitors of TGF-b. AID 588855, 2011. actives 1.2% (n = 410,000). HepG2 CAGA-GFP TGF-b/SMAD3 reporter, GFP fluorescence, 18 h; TGF-beta stimulated, 500 pg/mL final. Potency, µM (series often up to 46.1 µM), for inactives: top-dose activity, negative = inhibition, most hits filed as inhibitors; further: on the % scale 0 is the no-effect control and ±100 the full control effect; nearly all actives have a fitted effect of over 65% in size
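First, reporter cells (HEPG2 CAGA-GFP) rested 2 h at 37 degrees C. Next, compounds were pinned in and TGF-beta added to 500 pg/mL final. After 18 h, GFP was imaged per cell and summed per well.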
MCF10A rereplic = A quantitative high throughput screen for small molecules that induce DNA re-replication in MCF 10a normal breast cells; MCF 10A DNA re-replication, Hoechst nuclear intensity, 48 h; Potency, µM (doses to about 46.1 µM), for inactives: at the top dose activity, positive = re-replication, hits mostly activators; actives 2.9% (n = 350,000); AID 624296, 2012; further: % of control where 0% means no effect; nearly all actives have a fitted effect of over 50% in size
Nrf2 block = Nrf2 qHTS screen for inhibitors; AID 504444, 2011; Potency, µM (top dose mostly 46 µM), without a hit: at the highest dose activity change, negative = inhibition, usual class: inhibitors; actives 2.1% (n = 360,000); A549 ARE-Fluc reporter, luciferase luminescence, 18-24 h; further: on the % scale 0 is the no-effect control and ±100 the full control effect; nearly all actives have a fitted effect of over 60% in size
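A549 ARE_Fluc cells (5000/well, 5% FBS OPTI-MEM) pre-incubated 2 h, then treated with compounds 18-24 h at 37C/5% CO2 in concentration-response. CellTiter-Fluor viability read first; BugLite luciferase luminescence after 15 min at room temperature gives Nrf2 activity.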
The depositor's hits bear a star; i = inactive; ? = inconclusive; nt = not tested or not shown; [ ] = remark or other dose. The call rests on the fitted dose curve; in most records, active means well fitted curve in the direction sought with a large enough effect; inconclusive means small, poorly fitted or top-dose-only effect, or another doubt; inactive means no such curve, though single readings can be large; an effect the other way counts as inactive or inconclusive. Potency means the concentration at half of the fitted maximal effect. Only part of the results is shown; rates above refer to the full screens.

SMILES | EPAC2 antag | A549 tox | ATXN viability | HepG2 viability | Nrf2 activator | ATXN2 expr inh | TGFb SMAD3 inh | MCF10A rereplic | Nrf2 block
Cc1ccc(NC(=O)C2CCCN(S(=O)(=O)c3ccc4c(c3)oc(=O)n4C)C2)cc1Cl (configuration not stated) | nt | 12% | i | -4% | 0.5% | 5% | ? | nt | -4%
COc1ccc(C(C)=O)cc1CN1C(=O)NC2(CCCCC2C)C1=O (configuration not stated) | 2% | -1% | i | -13% | -0.5% | -1% | 12% | 5% | nt
Cc1ccsc1CN(C)CC(=O)NCC(=O)Nc1ccc(F)cc1 | 3% | -5% | nt | 1% | 0.7% | nt | -1% | -9% | -22%
O=C(NCCO)c1ccc2c3n(nc2c1)-c1ccc(Cl)cc1CO3 | -9% | -2% | i | 0% | 4.0% | 13% | 0% | -3% | 12%
CC(C)Oc1cc(F)ccc1-c1cc(C(=O)NCc2ccccc2)[nH]n1 | 9% | nt | i | -29% | 0.9% | -9% | -5% | nt | nt
Cc1cc(=O)n2c3ccccc3n(CC(O)CN3CCN(CCO)CC3)c2c1C#N (configuration not stated) | -6% | -5% | ? | -15% | -0.3% | -2% | 10% | -1% | -2%
O=C(c1cccnc1)N1CCN(c2ccc3ccccc3n2)CC1 | 2% | 13% | i | -2% | -0.1% | nt | -23% | -1% | 16%
Cc1ccc(NC(=O)C(C)OC(=O)c2ccc(NS(=O)(=O)c3ccc(F)c(F)c3)cc2)cc1 (configuration not stated) | 5% | -2% | i | -11% | 0.2% | 6% | ? | ? | ?
O=C(CN1CCN(S(=O)(=O)c2ccc(F)cc2)CC1)Nc1cc(C(F)(F)F)ccc1Cl | -20% | -10% | i | -1% | 0.0% | -2% | -3% | ? | -18%
FC(F)(Cl)c1nnc2ccc(Sc3ccccn3)nn12 | 5% | -4% | i | 5% | 0.5% | 10% | -2% | 3% | -28%
CC1CCN(c2nnc(-c3ccccc3)c3ccccc23)CC1 | 0% | 7% | nt | 7% | 7.3% | 18% | -18% | 11µM* | 19%
CC(C)c1ccc(/C=N/NC(=O)c2nnn(-c3nonc3N)c2CN2CCOCC2)cc1 | -5% | 1% | i | 2% | -0.4% | nt | 11% | ? | -5%
CC1CN(C2CCCCC2)C(=S)N(c2ccccc2)C1=O (configuration not stated) | -7% | 0% | i | 0% | -0.1% | 1% | 0% | -4% | 3%
COCCNC(=O)c1c(NC(=O)c2nc(SC)ncc2Cl)sc2c1CCCC2 | -5% | 0% | i | -6% | 1.1% | -13% | -1% | -14% | 11%
CCCc1nc(SCc2ccccc2Cl)n[nH]1 | 0% | -12% | i | -7% | -0.9% | 2% | ? | -4% | -12%
Cc1ccc(Cl)cc1NC(=O)c1ccccc1OCC(=O)N1CCOCC1 | -2% | -8% | i | -4% | 2.6% | -18% | -10% | -1% | -9%
COc1ccccc1N1CCN(CC(=O)Nc2ccc(CN3CCCCC3)cc2)CC1 | -4% | 4% | i | -18% | -0.3% | -4% | -6% | 4% | -9%
Cc1ccc(OCc2nnc(SC(C)C(=O)O)n2-c2ccccc2)cc1 (configuration not stated) | 0% | -2% | i | 0% | -0.4% | 7% | 3% | 5% | -5%
Cc1ccc(N2CC(NS(=O)(=O)c3cc(F)ccc3F)CC2=O)cc1C (configuration not stated) | 5% | -8% | i | -28% | 2.4% | -5% | 20% | 7% | 15%
CC(C)c1ccc(NC(=O)CCn2c(=O)c3cccn3c3ccccc32)cc1 | nt | -12% | nt | -3% | 3.8% | nt | 0% | nt | 10µM*
Cc1nc2nc(NC(=O)c3ccc(C(C)(C)C)cc3)[nH]n2c(=O)c1C | nt | 2% | nt | -17% | -1.0% | nt | -5% | nt | 24%
CCCCn1c(N)c(N(CCOC)C(=O)c2ccc(C)c(S(=O)(=O)N3CCOCC3)c2)c(=O)[nH]c1=O | -13% | 0% | i | 1% | -0.5% | 9% | 6% | 6% | 24%
COc1ccc(-c2nnc(NC(=O)c3ccc4c(c3)OCCO4)o2)cc1 | -3% | -5% | i | 1% | -0.4% | -25% | -9% | 25% | 0%
O=C(Cc1ccc(Cl)cc1)c1ccccc1 | -23% | 13% | i | -4% | -0.3% | 46%[activator] | 13% | 2% | ?
CCOc1cccc(OCCOCCn2cnc3ccccc3c2=O)c1 | -5% | 13% | i | -7% | 0.6% | -4% | 1% | 0% | 3%
Cn1c(SCc2ccc(F)cc2)nc2ccc(C(=O)NCc3cccc(Cl)c3)cc21 | nt | -6% | i | -29% | 0.0% | -2% | -20% | nt | 21µM*
COCCNc1ncnc2c1ncn2[C@H]1CN(CCOC)C[C@@H](CO)O1 | 1% | nt | i | 6% | -0.3% | 4% | 17% | nt | nt
CCCCCCCCCCOC(=O)Cn1c(COc2ccccc2OC)[n+](C)c2ccccc21 | ? | -10% | ? | -100% | -1.6% | ? | ? | 5.8µM* | ?
N#CCOc1ccccc1CNC[C@H]1O[C@@H](n2cnc3c(=O)[nH]c(N)nc32)[C@H](O)[C@@H]1O | 7% | nt | i | 8% | -0.8% | 3% | -11% | nt | nt
CSCCC(NC(N)=O)C(=O)Nc1cccc(S(=O)(=O)N2CCOCC2)c1 (configuration not stated) | 6% | 1% | i | 2% | -0.1% | 15% | 6% | 0% | 5%

Exported as tab-separated lines: part of the list above.
compound	EPAC2 antag	A549 tox	ATXN viability	HepG2 viability	Nrf2 activator	ATXN2 expr inh	TGFb SMAD3 inh	MCF10A rereplic	Nrf2 block
Cc1ccc(NC(=O)C2CCCN(S(=O)(=O)c3ccc4c(c3)oc(=O)n4C)C2)cc1Cl (configuration not stated)	nt	12%	i	-4%	0.5%	5%	?	nt	-4%
COc1ccc(C(C)=O)cc1CN1C(=O)NC2(CCCCC2C)C1=O (configuration not stated)	2%	-1%	i	-13%	-0.5%	-1%	12%	5%	nt
Cc1ccsc1CN(C)CC(=O)NCC(=O)Nc1ccc(F)cc1	3%	-5%	nt	1%	0.7%	nt	-1%	-9%	-22%
O=C(NCCO)c1ccc2c3n(nc2c1)-c1ccc(Cl)cc1CO3	-9%	-2%	i	0%	4.0%	13%	0%	-3%	12%
CC(C)Oc1cc(F)ccc1-c1cc(C(=O)NCc2ccccc2)[nH]n1	9%	nt	i	-29%	0.9%	-9%	-5%	nt	nt
Cc1cc(=O)n2c3ccccc3n(CC(O)CN3CCN(CCO)CC3)c2c1C#N (configuration not stated)	-6%	-5%	?	-15%	-0.3%	-2%	10%	-1%	-2%
O=C(c1cccnc1)N1CCN(c2ccc3ccccc3n2)CC1	2%	13%	i	-2%	-0.1%	nt	-23%	-1%	16%

Other entries follow:
SMILES | EPAC2 antag | A549 tox | ATXN viability | HepG2 viability | Nrf2 activator | ATXN2 expr inh | TGFb SMAD3 inh | MCF10A rereplic | Nrf2 block
Cc1oc2ncnc(N3CCOCC3)c2c1C(=O)N1CCN(c2cccc(C(F)(F)F)c2)CC1 | nt | -8% | nt | -30% | 3.3% | nt | ? | nt | 0%
Cn1c(=O)[nH]c(=O)c2[nH]c(CN3CCN(Cc4ccccc4)CC3)nc21 | 3% | -3% | i | 0% | 0.1% | 3% | 15% | 0% | 17%
CC(=O)NC(=S)Nc1ccccc1C(=O)Nc1ccccc1 | -1% | -2% | i | 6% | -1.0% | -11% | 5% | -6% | -12%
CC1(c2cccc(Br)c2)NC(=O)N(CC(=O)Nc2ccc(S(N)(=O)=O)cc2)C1=O (configuration not stated) | -2% | 2% | i | -3% | -0.4% | -6% | -10% | -13% | -6%
CCOc1ccccc1NC(=O)c1nnn(CC(=O)Nc2ccc3c(c2)OCO3)c1N | 8% | 4% | i | 0% | -0.4% | 4% | 1% | 6% | -8%
Cn1cnnc1Sc1cc(N2CCN(S(=O)(=O)c3ccc4ccccc4c3)CC2)ccc1[N+](=O)[O-] | -4% | -7% | i | -8% | 4.2% | -18% | -18% | -2% | -1%
CCC(C)NC(=O)c1ccccc1NC(=O)CN1C(=O)c2ccccc2S1(=O)=O (configuration not stated) | 12% | 0% | i | -24% | -1.6% | 5% | -14% | 1% | 2%
O=C(O)c1ccc(Cl)c(S(=O)(=O)Nc2ccc(S(=O)(=O)Nc3cccc(Cl)c3)cc2)c1 | -7% | 18% | i | -5% | -0.2% | 13% | 9% | 21% | 10%
O=C(COc1ccccc1Cl)N1CCN(c2ccc(F)cc2)CC1 | 2% | -1% | i | -20% | -0.1% | ? | -4% | 6% | 10%
CC(=O)COC(=O)C1CC(=O)N(c2ccc(C)c(C)c2)C1 (configuration not stated) | 2% | 4% | i | -8% | -0.3% | -8% | -2% | 1% | 7%
Cc1occc1-c1nnc(SCC(=O)N2CCOCC2)n1CC(C)C | 7% | 2% | i | 4% | -0.3% | 6% | -15% | 9% | ?
CCCCCn1c(C(Cc2ccccc2)NC(=O)COC)nc2ccccc21 (configuration not stated) | ? | 1% | ? | -35% | 3.5% | -13% | 3% | -7% | 1%
CS(=O)(=O)N1CCN(c2ccc([N+](=O)[O-])c(SCc3ccco3)c2)CC1 | 1% | ? | i | -17% | 8.7% | -13% | -2% | ? | -27%
COc1ccc(-c2nc(NC(=O)c3ccc(OCC(=O)N4CCOCC4)c(OC)c3)sc2C)cc1 | 2% | -4% | nt | 2% | -0.4% | -2% | 1% | 8% | ?
COc1ccc(CSCC(=O)NCCC(C)C)cc1 | -12% | -5% | i | 0% | 3.0% | -24% | 8% | 5% | -11%
CCCC(=O)Nc1nnc(-c2ccc3c(c2)OCCO3)o1 | -3% | -9% | i | 1% | -0.3% | 81%[activator] | ? | -4% | 1%
Cc1nn(-c2ccccc2)c(C)c1NC(=O)COC(=O)c1cccc(OC(F)F)c1 | 5% | -1% | i | 0% | 0.3% | -11% | -5% | 2% | 5%

Screens deposited in PubChem BioAssay by National Center for Advancing Translational Sciences (NCATS).
